FXIIa inh: blocks human coagulation factor XIIa protease activity; P00748; purified FXIIa, Boc-QGR-AMC fluorogenic substrate, 2 h; inhibition, % at 5 µM; hit rate 0.3% among 220,000; in the data active means inhibition above about 40%;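 further: 0% = enzyme with no compound and 100% = blank without enzyme; many of its hits are not listed in these tables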
KLK5 inh: inhibitors of human kallikrein 5; inhibition, % at 5 µM; recombinant hK5, fluorogenic AMC substrate cleavage; Q9Y337; hit rate 0.59% among 210,000;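 active means inhibition of 40% or more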;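 further: 0% = enzyme controls without compound and 100% = no-enzyme blanks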
Target sequence (Q9Y337 67-293 limits assumed): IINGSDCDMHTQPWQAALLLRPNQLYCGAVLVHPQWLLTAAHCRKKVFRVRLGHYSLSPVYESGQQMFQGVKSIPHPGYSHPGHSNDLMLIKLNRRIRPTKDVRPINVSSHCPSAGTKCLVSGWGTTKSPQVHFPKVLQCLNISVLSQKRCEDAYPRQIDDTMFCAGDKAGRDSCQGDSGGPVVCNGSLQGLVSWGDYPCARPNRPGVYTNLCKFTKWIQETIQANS
14-3-3 Bad PPI: disrupts binding of bovine 14-3-3 zeta to phospho-Bad peptide; TR-FRET 14-3-3zeta/Dy647-pBad peptide displacement, 1 h; P63103; hit rate 0.71% among 220,000; AID 781; inhibition, % at 21.7 µM;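 active means inhibition above about 70%, limit read from the data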;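 further: 0% = full 14-3-3 plus peptide FRET controls and 100% = background without 14-3-3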
Rad51 HR inh: Rad51 (human) homologous recombination inhibition. inhibition, % at 10 µM. hRad51 DNA strand exchange, fluorescence dequenching. AID 1385. hit rate 0.085% among 200,000;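 active means inhibition above 40% at the single screening dose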;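 further: 0% = DMSO control wells and 100% = blanks with heterologous ssDNA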
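Read-out basis: percent inhibition relative to plate controls and blanks / Assay system: human Rad51 nucleoprotein filaments preassembled on unlabelled ssDNA / Timing: filaments 15 min 37 °C, then compound 30 min / Control set: per-plate controls and blanks / Technique: fluorescence dequenching at 485/520 nm / Compound: 10 µM final, single point / Also added: Fluorescein- and BHQ1-tagged 47-mer duplex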
p97 ATPase inh: inhibitors of human p97 ATPase; P55072; recombinant p97 ATPase, Kinase-Glo ATP luminescence, 3 h; inhibition, % at 8 µM; hit rate 0.42% among 220,000; AID 1481; in the data active means inhibition above about 15%;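 further: 0% = DMSO vehicle and 100% = wells lacking enzyme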
Wee1 degr inh: inhibitors of human Wee1 degradation. reporter increase, % at 5 µM. HeLa Luc-Wee1K328M stability, luciferase luminescence; 100% = proteasome inhibitor MG132 effect. hit rate 1.2% among 220,000. P30291;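 active means activation above the mean of all tested compounds plus 3 SD, set per screening run, cut at about 8.8% in these data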;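 further: cells exposed to compound for 20 h before luminescence read; 0% = DMSO alone and 100% = MG132 at 30 µM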
FXIa inh: factor XIa (human) inhibition; purified FXIa, Boc-Glu-Ala-Arg-AMC fluorogenic substrate; inhibition, % at 5 µM; hit rate 0.14% among 220,000; P03951;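 active means inhibition of at least 40%; inactive means inhibition below 40%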;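 further: fluorescence of freed AMC excited at 355 nm; 0% = enzyme without compound and 100% = no enzyme blank; many of its hits are not listed in these tables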
Target sequence (P03951 19-387 limits assumed): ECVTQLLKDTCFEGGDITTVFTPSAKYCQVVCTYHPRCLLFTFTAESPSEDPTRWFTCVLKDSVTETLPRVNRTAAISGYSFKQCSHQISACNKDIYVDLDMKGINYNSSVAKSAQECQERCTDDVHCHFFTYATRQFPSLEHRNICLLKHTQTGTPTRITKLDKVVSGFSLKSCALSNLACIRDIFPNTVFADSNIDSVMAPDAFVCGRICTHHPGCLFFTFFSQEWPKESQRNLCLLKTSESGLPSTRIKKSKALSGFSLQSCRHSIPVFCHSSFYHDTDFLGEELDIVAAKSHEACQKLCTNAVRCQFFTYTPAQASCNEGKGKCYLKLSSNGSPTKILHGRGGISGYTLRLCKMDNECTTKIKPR
Target sequence (P03951 388-625 limits assumed): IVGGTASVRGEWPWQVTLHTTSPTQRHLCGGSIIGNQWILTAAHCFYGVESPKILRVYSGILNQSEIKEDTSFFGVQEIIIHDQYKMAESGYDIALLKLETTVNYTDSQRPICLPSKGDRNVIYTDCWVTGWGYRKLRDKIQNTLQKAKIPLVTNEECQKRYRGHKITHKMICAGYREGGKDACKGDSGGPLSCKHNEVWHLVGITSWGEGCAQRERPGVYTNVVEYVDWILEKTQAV
eIF4E 4G PPI: inhibitors of eIF4E and eIF4G interaction in translation initiation; P63073+Q04637; TR-FRET eIF4E-eIF4GI(517-606) binding, 2 h; inhibition, % at 21.7 µM; hit rate 0.37% among 220,000;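 active means inhibition above about 30%, limit read from the data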;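 further: 0% = full FRET control wells and 100% = background wells lacking eIF4GI fragment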
MDM2 E3 inh: inhibitors of human Mdm2 E3 ubiquitin ligase. signal enhancement, % at 5 µM. cell-based MDM2 ubiquitination luciferase reporter, 2 h; 0 = plate control, 100 = twice control, blank-subtracted. hit rate 0.11% among 210,000;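 active means signal enhancement of 30% or more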;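 further: luminescence tracks abundance of the self-degrading MDM2-luciferase fusion protein; higher signal means inhibition of MDM2 E3 ligase activity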
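Buffer or medium: Cells held in DMEM | Assay system: Stable mammalian line carrying autodegrading MDM2–luciferase fusion reporter | Quantity: 2000 cells/well | Times: 4 h settle plus 2 h compound, 37 °C | Doses: One concentration, 5 µM, with 0.2% DMSO | Technique: Luminescence with SteadyLite reagent, 15 min at room temperature | Benchmarks: Plate controls and plate blanks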
* = called active by the depositor; i = inactive; x = no result given; [ ] = remark or other dose.

SMILES | FXIIa inh | KLK5 inh | 14-3-3 Bad PPI | Rad51 HR inh | p97 ATPase inh | Wee1 degr inh | FXIa inh | eIF4E 4G PPI | MDM2 E3 inh
CCN(CC)c1ncnc2c1cnn2Cc1ccc(Cl)cc1 | 5 | 0 | -15 | -16 | -3 | -5 | -5 | 3 | -3
Cc1ccc(C)c(OCc2nc(-c3cccnc3)no2)c1 | 25 | 39 | -2 | 6 | 2 | 0 | 14 | -1 | -14
Cc1ccc(C)c(NC(=S)/C(=C(\[O-])c2ccc(OC(F)F)cc2)[n+]2ccccc2)c1 | 9 | 2 | -8 | -4 | -2 | -3 | -1 | -3 | -6
COc1ccc(-c2nc(NC(=O)Cn3c(=O)oc4ccccc43)sc2C)cc1 | -10 | -7 | 5 | -12 | 2 | -2 | -2 | 4 | -11
O=C(CNS(=O)(=O)c1ccccc1)NNC(=O)C(Cl)Cl | 26 | 25 | 14 | x | -2 | 1 | 32 | 2 | -14
NC(=O)c1ccccc1NC(=O)CCCN1C(=O)CCC1=O | -14 | -5 | 2 | 0 | 3 | 1 | -5 | -1 | -15
CCOc1ccc(NC(=O)CSc2nnc(-c3ccccc3)n2N)cc1 | 13 | 5 | -1[fluorescence artefact?] | 1 | 5 | 0 | 2 | -2[fluorescence artefact?] | -12
COc1ccc(/C=N/N=C/c2ccc(OC)c(O)c2)cc1O | 19 | 1 | 5 | 3 | 4 | 1 | 13 | -10 | -3
COc1ccccc1C(=O)N1CCCN(C(=O)c2ccccc2OC)CC1 | -2 | 2 | 3 | 3 | -1 | -3 | -2 | 0[fluorescence artefact?] | -15
COc1ccc(-c2ccc(OC)c([C@H]3[C@H]4C=CC[C@@H](C)[C@@H]4C(=O)N3Cc3ccccc3)c2)cc1 | 5 | 1 | -6 | 3 | x | x | 1 | -4 | 10
CCOC(=O)Cc1nc2ccccc2o1 | 6 | 0 | -6 | -6 | 3 | -2 | -1 | 3 | 23
Cc1cc(Nc2ccccc2)n(-c2ccccc2)n1 | 5 | -16 | -9 | 13 | 7 | -1 | -7 | -11 | 3
CCCOC(=O)c1ccc(NC(=O)c2cc(Cl)ccc2OC)cc1 | 13 | -13 | 1 | 0 | 0 | -2 | 5 | 5[fluorescence artefact?] | -8
Cc1c(CNC(=O)c2nn3c(c2Cl)NC(c2ccccc2)CC3C(F)(F)F)cnn1C (stereo not drawn) | 18 | 30 | -6 | -7 | 0 | -1 | 11 | 12 | -16
Cc1ccc(C)c(Cn2c(C(=O)OC(C)C)cc3c2ccn3C)c1 | 20 | -7 | -17[fluorescence artefact?] | 4 | -6 | -2 | -1 | -5 | 1
O=C1S/C(=C\c2ccc(N3CCOCC3)o2)C(=O)N1Cc1ccc(F)cc1 | 11 | 14 | -2 | i | 4 | 4 | -6 | -17 | -10
c1ccc(CN2CCOCCOCCOCC2)cc1 | 12 | 6 | -3 | 9 | -9 | 1 | -2 | 1 | -9
O=C(O)COc1c(-c2ccc(Cl)cc2)oc2ccccc2c1=O | 12 | x | 5 | x | -1 | 0 | -1 | 2 | -15
COc1cccc(OC)c1C(=O)Nc1cc(Cl)ccc1N1CCOCC1 | 12 | 16 | -7 | 1 | -1 | -2 | 2 | -43 | -2
COc1cccc(/C=N/NC(=O)c2[nH]c(C)c(C(=O)N/N=C/c3cccc(OC)c3O)c2C)c1O | 19 | -159 | -15[fluorescence artefact?] | 4 | 13 | 1 | 40* | -29[fluorescence artefact?] | -8
Cc1cc(C)n2nc(CC(=O)NC3CCCCCCC3)nc2n1 | 5 | 11 | 8 | -7 | 1 | -3 | 1 | 4 | -12
CC(Oc1ccc(Cl)cc1Cl)C(=O)N(C)c1ccccc1 (stereo not drawn) | 8 | 5 | -6 | 1 | -5 | 1 | -1 | 0 | -9
Fc1ccc(-n2cc(CNCCc3ccncc3)c(-c3ccccc3Cl)n2)cc1 | 7 | 3 | -1 | -3 | -1 | -2 | 1 | 0 | 1
C#CCn1c(=NC(=O)c2ccc(Br)s2)sc2cc(NC(C)=O)ccc21 | 12 | -49 | 71*[fluorescence artefact?] | -4 | 1 | 3 | 5 | 6 | -6
Cc1nn(Cc2cccc(C(=O)NC3CCCCC3)c2)c(C)c1Cl | 8 | 13 | -5 | x | -2 | -1 | -6 | 4[fluorescence artefact?] | -7

Some of the entries so far, field by field:
COc1ccccc1C(=O)N1CCCN(C(=O)c2ccccc2OC)CC1
  FXIIa inh = -2
  KLK5 inh = 2
  14-3-3 Bad PPI = 3
  Rad51 HR inh = 3
  p97 ATPase inh = -1
  Wee1 degr inh = -3
  FXIa inh = -2
  eIF4E 4G PPI = 0[fluorescence artefact?]
  MDM2 E3 inh = -15

COc1ccc(-c2ccc(OC)c([C@H]3[C@H]4C=CC[C@@H](C)[C@@H]4C(=O)N3Cc3ccccc3)c2)cc1
  FXIIa inh = 5
  KLK5 inh = 1
  14-3-3 Bad PPI = -6
  Rad51 HR inh = 3
  p97 ATPase inh = x
  Wee1 degr inh = x
  FXIa inh = 1
  eIF4E 4G PPI = -4
  MDM2 E3 inh = 10

CCOC(=O)Cc1nc2ccccc2o1
  FXIIa inh = 6
  KLK5 inh = 0
  14-3-3 Bad PPI = -6
  Rad51 HR inh = -6
  p97 ATPase inh = 3
  Wee1 degr inh = -2
  FXIa inh = -1
  eIF4E 4G PPI = 3
  MDM2 E3 inh = 23

Cc1cc(Nc2ccccc2)n(-c2ccccc2)n1
  FXIIa inh = 5
  KLK5 inh = -16
  14-3-3 Bad PPI = -9
  Rad51 HR inh = 13
  p97 ATPase inh = 7
  Wee1 degr inh = -1
  FXIa inh = -7
  eIF4E 4G PPI = -11
  MDM2 E3 inh = 3

More results follow:
SMILES | FXIIa inh | KLK5 inh | 14-3-3 Bad PPI | Rad51 HR inh | p97 ATPase inh | Wee1 degr inh | FXIa inh | eIF4E 4G PPI | MDM2 E3 inh
CC1CCN(S(=O)(=O)c2ccc3c(c2)c(=O)c(C(=O)NCc2cccs2)cn3C)CC1 | 13 | -2 | -2 | x | 1 | -2 | 11 | 3[fluorescence artefact?] | -4
Cc1cccc(NC(=O)c2ccccc2-c2ccccc2)c1 | -1 | -19 | -4 | 6 | 1 | -1 | -5 | -4 | -17
COc1cccc(CNC(=O)CSCc2cnn(-c3ccccc3)c2-n2cccc2)c1OC | 14 | -8 | 20 | -1 | -1 | 0 | 2 | 2 | -8
Cc1cc(C)c(C)c(S(=O)(=O)N[C@@H](C)C(=O)OCc2cc(=O)n3cc(Br)ccc3n2)c1C | 10 | -5 | 16 | -1 | -3 | -1 | -4 | 18 | -12
Cc1nnsc1C(=O)NNC(=O)Nc1ccccc1 | 6 | 7 | -10 | -3 | -2 | -3 | 0 | 0 | -3
O=C(CS(=O)(=O)Cc1ccccc1)Nc1nc2c(s1)CCCC2 | 9 | -11 | -10 | 0 | 2 | -2 | 0 | -6 | -6
NC(=O)c1nsnc1-c1ccccc1O | 10 | -5 | 13 | -9 | 3 | 4 | 4 | -1 | -1
CC(=O)n1cc([C@@H]2C=C(C(=O)N3CCN(Cc4ccc5c(c4)OCO5)CC3)O[C@H](OCc3ccc(CO)cc3)C2)c2ccccc21 | 10 | 13 | 1 | 11 | 8 | 3 | 12 | -1 | x
Cc1ccc(-c2nc3ccccc3n2C)o1 | 16 | 4 | 5 | 16 | -18 | 8 | 2 | -2 | -39
CCCCCCP(=O)(O)c1ccccc1 | -4 | -8 | 25 | 8 | 1 | 0 | -4 | -2 | -30
CCN(CC)S(=O)(=O)c1cccc(NC(=O)COC(=O)CCc2nc3ccccc3s2)c1 | 10 | -5 | -2[fluorescence artefact?] | -3 | -3 | -3 | 1 | 3[fluorescence artefact?] | -1
COc1ccc(C(=O)c2ccccc2)c(OCC(=O)N(C)C)c1 | 7 | 2 | -5 | -3 | 3 | 0 | 3 | -1 | 3
COC(=O)c1c(NC(=O)Cc2ccccc2)sc(C)c1C | 5 | -2 | -6 | 2 | -3 | 5 | 1 | -11 | -19
O=C(c1cccc([N+](=O)[O-])c1)N1CCN(C(=O)c2ccco2)CC1 | 7 | -1 | -5 | 14 | 0 | 3 | 1 | 2 | 2
Cc1cc(Cl)ccc1OCCCC(=O)NCCN1C(=O)S/C(=C\c2cccnc2)C1=O | -2 | -7 | -11 | -8 | -5 | -3 | 5 | 3 | -12
CC(C)OC(=O)c1cccnc1SCc1cc(=O)n2ccccc2n1 | 11 | -15 | x | -3 | -2 | -2 | -2 | x | 10
Cc1cc(C)c(C(=O)COc2cccnc2[N+](=O)[O-])cc1C | 8 | -18 | 6 | -4 | 2 | 4 | 5 | -3 | 0
c1ccc(CN2CCOCCOCCOCCOCCOCCOCC2)cc1 | 6 | -3 | -16 | 30 | 2 | 3 | -1 | 3 | 7
Cc1ccc(NC(=O)c2ccco2)c(NC(=O)C2CCCO2)c1 (stereo not drawn) | 1 | -11 | 0 | 8 | -1 | -2 | -7 | 2 | -7
CC1=C(C(=O)OC(C)C)C(c2ccccc2Cl)CC(=O)N1 (stereo not drawn) | 2 | -13 | 80* | x | -6 | 0 | -2 | 4[fluorescence artefact?] | -6

4 of the compounds above, in markdown.
| SMILES | FXIIa inh | KLK5 inh | 14-3-3 Bad PPI | Rad51 HR inh | p97 ATPase inh | Wee1 degr inh | FXIa inh | eIF4E 4G PPI | MDM2 E3 inh |
| --- | --- | --- | --- | --- | --- | --- | --- | --- | --- |
| O=C(c1cccc([N+](=O)[O-])c1)N1CCN(C(=O)c2ccco2)CC1 | 7 | -1 | -5 | 14 | 0 | 3 | 1 | 2 | 2 |
| Cc1cc(Cl)ccc1OCCCC(=O)NCCN1C(=O)S/C(=C\c2cccnc2)C1=O | -2 | -7 | -11 | -8 | -5 | -3 | 5 | 3 | -12 |
| CC(C)OC(=O)c1cccnc1SCc1cc(=O)n2ccccc2n1 | 11 | -15 | x | -3 | -2 | -2 | -2 | x | 10 |
| Cc1cc(C)c(C(=O)COc2cccnc2[N+](=O)[O-])cc1C | 8 | -18 | 6 | -4 | 2 | 4 | 5 | -3 | 0 |
